ERK EGF block: blocks ERK signaling stimulated by EGF; HEK293-V1b, EGF-stimulated phospho-ERK AlphaScreen; Potency, µM (titrated, usually from 11.5 µM), for the others: top-dose activity change, negative = inhibition, hits mostly inhibitors; hit rate 0.41% among 130,000; active means well fitted inhibition curve with a large enough effect; inconclusive means small, poorly fitted or top-dose-only effect, or effect the other way;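 further: plate controls were stimulated vehicle wells for no effect and unstimulated vehicle basal for full effect; nearly all actives have a fitted effect of over 55% in size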
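Phospho-ERK1/2 measured by AlphaScreen (SureFire) after 5 min 25 nM EGF stimulation of V1b-expressing HEK293 cells preincubated 30 min at 37C with titrated compounds; data scaled to DMSO and EGF controls, Hill-fitted AC50.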
* hit, by the source's call; ? = inconclusive; [ ] = dose if it differs, or a comment. Potency means the concentration at half of the fitted maximal effect. An excerpt, so the mix of outcomes need not match the whole.

SMILES	ERK EGF block
CC(C)n1c(/C=C/c2ccccc2)nc2ccccc21	2%
Cc1ccccc1CC1(CO)CCCN(C(=O)CCCN2CCCCC2=O)C1 (stereo unspecified)	-7%
COc1cc2ccccc2cc1C(=O)NC(=S)Nc1cccc(C(=O)O)c1C	-11%[57.5 µM]
Cc1ccc(-c2ccc3nnc(SCC(=O)NCC4CCCO4)n3n2)cc1 (stereo unspecified)	-5%
COc1ccc(C2=NNC(c3cccnc3)=Nc3ccccc32)cc1	-4%
O=C(NN1C(=O)c2ccccc2C1=O)C1C2CCCCC21 (stereo unspecified)	2%
COc1ccc(C2C3=C(CCCC3=O)Nc3ccc4ncccc4c32)cc1OC (stereo unspecified)	-8%
NC(=O)c1ccc(NC(=O)c2cccc3c2OCCCO3)cc1	-10%[57.5 µM]
Cc1ccc2c(c1)c1ccc3c(c1n2C)C(=O)C=CC3=O	?
CCOC(=O)/C(C#N)=C/Nc1ccccc1NS(=O)(=O)c1ccc(C)c(C)c1	-8%[57.5 µM]
CSCCC(NC(=O)c1ccccc1)C(=O)N/N=C(\C)c1ccccc1 (stereo unspecified)	-4%
Fc1ccc2c(c1)C(c1ccncc1)=NNC(c1ccc(Br)cc1)=N2	6%
CCC1=C(OC(=O)N(CC)CC)N2C(=O)OC(=NCC3CC3)[C@]2(Cc2ccccc2)[C@H]2C1=CC[C@H]1C(=O)N(CC(=O)OC)C(=O)[C@H]12	7%
CC(OC(=O)C1CC1)C(=O)Nc1cc(C(F)(F)F)ccc1Cl (stereo unspecified)	-12%
O=C(NNC(=S)NC1CCCCC1)c1cccs1	-1%
COCCN(C(=S)Nc1ccc(OC)c(Cl)c1)C1CCN(C(C)C)CC1	2%
COc1ccc2nc(Nc3nc(-c4cc5ccccc5oc4=O)cs3)sc2c1	3%
Cc1cccc(NC(=S)NC2CC3CCCC(C2)N3CC(C)C)c1C (stereo unspecified)	6%
COc1ccc(CN2CCCC(C(=O)c3ccc(Cl)cc3)C2)cc1Cn1cncn1 (stereo unspecified)	?
CCOC(=O)C1=C(C)NC(=S)N(C(C)=O)C1c1ccc(Cl)cc1 (stereo unspecified)	8%
O=Cc1cn(-c2ccccc2)nc1-c1cccnc1	1%
CCc1nc(N=Nc2c(O)[nH]c3ccccc23)c2c3c(sc2n1)CCC3	-4%
O=C(CCC(=O)N1CCN(c2ccc(F)cc2)CC1)c1ccc(F)cc1	-2%[57.5 µM]
O=C(Nc1ccccc1Cl)N1CCN(c2ccccn2)CC1	-2%
Cc1cc(C)n2nc(SCc3ccccc3)nc2n1	-4%[57.5 µM]
CC(C)(C)n1nnnc1C(c1cccc(C(F)(F)F)c1)N1CCC(O)CC1 (stereo unspecified)	3%
CCCCCCCc1cc2c(cn1)C(=O)C(C)(OC(C)=O)C(O)=C2Cl (stereo unspecified)	-11%
CC1=CC(C)(C(Cl)Cl)C(C)=CC1=O (stereo unspecified)	7%
O=c1cc(O)c2sc(Nc3ccc(F)c(Cl)c3)nc2[nH]1	-1%
Cc1ccc2nc(SC(C(=O)Nc3ccc(F)cc3)c3ccccc3)[nH]c2c1 (stereo unspecified)	-3%
Cc1ccc(CNC(=O)CN(C2CCCCC2)S(C)(=O)=O)cc1	2%
Cc1ccc(SCC(=O)NN=C2CCN(C)CC2)cc1	2%
COc1ccc(CCN(C)S(=O)(=O)c2ccc(Cl)nc2)cc1OC	-4%
CCCC(=O)NCn1nnc(-c2ccc(Cl)cc2)n1	4%
CC(/C=N/n1c(-c2n[nH]c3c2CCC3)n[nH]c1=S)=C\c1ccco1	-4%[57.5 µM]
COc1ccccc1-n1cnnc1SC(C)C(=O)Nc1ccc(NC(C)=O)cc1 (stereo unspecified)	7%
COCC(=O)n1cc(C(=O)OC)c2ccccc21	5%
O=C1O[C@H](CN2CCOCC2)CN1/N=C\c1ccc([N+](=O)[O-])o1	12%[25.7 µM]
N#CCCN1CCCc2cc(N=Nc3ccc(C(F)(F)F)cc3)ccc21	22µM*
O=S(=O)(c1ccc(NC(=S)NCc2ccncc2)cc1)N1CCCCC1	-13%[57.5 µM]
O=C(Nc1cccc(S(=O)(=O)NC2=NCCCCC2)c1)c1cccnc1Cl	-9%[57.5 µM]
O=C(Cn1c(NCCO)nc2ccccc21)NCC(F)(F)F	10%[57.5 µM]
CCCCNC(=O)C(c1ccc(OCC(=O)OC)c(C(=O)OC)c1)N(CCOC)C(=O)CCCCCN1C(=O)NC(c2ccc(-c3ccccc3)cc2)C(C(=O)OCc2ccccc2)=C1C (stereo unspecified)	-17%[57.5 µM]
COc1ccc(C2Nc3ccccc3C(=O)N2c2ccc(C)cc2)cc1COc1ccccn1 (stereo unspecified)	4%
O=c1cc(O)nc(SCc2ccccc2)n1-c1ccc(Cl)cc1	0%
CC(C)N(C)CCOC(=O)C1COc2ccccc2O1 (stereo unspecified)	-2%[57.5 µM]
NC(=O)C[C@H](NC(=O)Cc1ccc(O)cc1O)C(=O)O	-5%
CC1(NC(=S)Nc2ccc(NC(=S)NC3(C)CCS(=O)(=O)C3)cc2)CCS(=O)(=O)C1 (stereo unspecified)	6%[57.5 µM]
COc1ccc(CNS(=O)(=O)NCc2ccc(C)cc2)cc1OC	-2%
Cc1cc(OCCCCNC(C)C)cc(C(C)C)c1	3%
COC(=O)/C(C#N)=C\c1c(OC)[nH]c2ccccc12	-2%[57.5 µM]
O=C(NCc1ccncc1)C(=O)NCc1ccncc1	2%
COc1ccc2cc3c(N)nn(C(=O)c4ccc(F)cc4)c3nc2c1	-1%[57.5 µM]
FC(F)Oc1ccc(/C=N/c2c(-c3ccc(OC(F)F)cc3)nc3n2CCS3)cc1	?
O=C(c1cccc([N+](=O)[O-])c1)N1CC2C3C=CC(C3)C2C1 (stereo unspecified)	-1%
COc1ccc(NC2=CC(c3cccc(OC)c3)N(c3ccc(OC)cc3)C2=O)cc1 (stereo unspecified)	0%
Cc1ccc(C(=O)NCCn2ccc3ccccc32)cc1[N+](=O)[O-]	-6%
O=C1CCCC(O)=C1N=Nc1cccc(C(=O)O)c1	-1%
COc1cc(/C=N/NC(=O)CC#N)cc(Br)c1O	0%
O=C1COC(c2ccccc2)C2CCCCN12 (stereo unspecified)	10%

(list continues)
SMILES	ERK EGF block
CC(C)NC(=O)COC(=O)c1ccc(S(=O)(=O)N2CCCC2)cc1	-6%
COc1ccc(/C=C/C(=O)c2cc3c(cc2N)OCO3)cc1	6%
Cn1c(COc2ccc([N+](=O)[O-])cc2)nnc1SCC(N)=O	8%
Cn1cccc1C(=O)N1CCC2(CC1)CCN(c1ccncc1)CC2	-12%
CC1=NNC(=O)C1CCC(=O)N/N=C/c1ccc(C)cc1 (stereo unspecified)	7%[57.5 µM]
O=C1C2C3c4ccccc4C(c4ccccc43)[C@@H]2C(=O)N1c1nc(-c2ccccc2)cs1 (stereo partly specified)	20%
Cn1nc(C(=O)Nc2cccc(S(N)(=O)=O)c2)c2ccccc2c1=O	9%[57.5 µM]
Cn1nc(C(=O)OCc2ccccc2F)c2ccccc2c1=O	-8%
NNC(=O)CNC(c1ccccc1)c1cc(Br)ccc1NC(=O)c1ccc(Br)cc1 (stereo unspecified)	9%
CS(=O)(=O)N1CCC2(CCCN(Cc3ccccc3)C2)CC1	13%
COc1cccc(OC)c1C(=O)NC(=S)NNC(=O)[C@H]1C[C@@H]1c1ccccc1	-3%[57.5 µM]
COc1ccc(N2CCN(C(=O)CCNC(=O)Cn3ccc4ccccc4c3=O)CC2)cc1	2%
COC(=O)c1ccc(C(=O)OC)c(NC(=S)N2CCN(c3ccccn3)CC2)c1	4%
CC(C)C[C@H](NC(=O)c1[nH]cnc1C(=O)Nc1ccccc1)C(=O)OC(C)(C)C	?
CCCn1nnc(NC(=O)/C=C/c2ccco2)n1	11%[57.5 µM]
N/C(CN1CCCC1=O)=N\OC(=O)c1ccc(Cl)cc1	-2%
CCN(CC)CCNC(=O)c1ccc(Sc2ccc(Cl)cc2)c(NC(C)=O)c1	-4%
O=C(Cc1ccc([N+](=O)[O-])cc1)c1c(O)cc(O)cc1O	3%[57.5 µM]
CC(=O)Nc1ccc(NC(=O)c2c([N+](=O)[O-])c(C(C)(C)C)nn2C)cc1	4%[57.5 µM]
COC(=O)/C(C#N)=C/c1cc(C)sc1C	3%[57.5 µM]
N=c1sccn1CC(=O)Nc1cccc(S(=O)(=O)N2CCCCCC2)c1	1%
COc1ccc(/C=C/C(=O)c2ccccc2O)cc1	-8%
CCCCC(C)(O)C/C=C/[C@H]1[C@H](O)CC(=O)[C@@H]1CCCCCCC(=O)OC (stereo partly specified)	-6%
CCN(CC)CC#CC(O)(c1ccccc1)c1ccccc1	-6%

Entries above that have fluorine, in the order listed:
SMILES	ERK EGF block
Fc1ccc2c(c1)C(c1ccncc1)=NNC(c1ccc(Br)cc1)=N2	6%
CC(OC(=O)C1CC1)C(=O)Nc1cc(C(F)(F)F)ccc1Cl (stereo unspecified)	-12%
O=C(CCC(=O)N1CCN(c2ccc(F)cc2)CC1)c1ccc(F)cc1	-2%[57.5 µM]
CC(C)(C)n1nnnc1C(c1cccc(C(F)(F)F)c1)N1CCC(O)CC1 (stereo unspecified)	3%
O=c1cc(O)c2sc(Nc3ccc(F)c(Cl)c3)nc2[nH]1	-1%
Cc1ccc2nc(SC(C(=O)Nc3ccc(F)cc3)c3ccccc3)[nH]c2c1 (stereo unspecified)	-3%
N#CCCN1CCCc2cc(N=Nc3ccc(C(F)(F)F)cc3)ccc21	22µM*
O=C(Cn1c(NCCO)nc2ccccc21)NCC(F)(F)F	10%[57.5 µM]
COc1ccc2cc3c(N)nn(C(=O)c4ccc(F)cc4)c3nc2c1	-1%[57.5 µM]
FC(F)Oc1ccc(/C=N/c2c(-c3ccc(OC(F)F)cc3)nc3n2CCS3)cc1	?
Cn1nc(C(=O)OCc2ccccc2F)c2ccccc2c1=O	-8%

(more compounds)
| structure | ERK EGF block |
| --- | --- |
| COc1ccc(S(=O)(=O)c2cnc3ccc(OC)cc3c2N2CCC3(CC2)OCCO3)cc1 | -5% |
| Cc1ccc(NC(=O)CN(C)C(=O)c2ccc(Cl)c([N+](=O)[O-])c2)cc1 | 8% |
| Oc1ccc(/C=N/N2CCN(c3ccccn3)CC2)cc1 | -12%[57.5 µM] |
| COc1ccccc1C(O)(C(=O)NN(C)c1ccccc1)c1ccccc1OC | 3% |
| COC(=O)c1ccc(Cn2cnc3c(cnn3-c3ccc(Cl)cc3)c2=O)o1 | -8% |
| COc1ccc2[nH]cc(CCNC(=O)C3CCCO3)c2c1 (stereo unspecified) | 0% |
| COc1ccc(CNc2nc3ccccc3n2Cc2ccc(C)cc2)cc1OC | 13% |
| COCCCNc1nc2c(-c3cccc(C(F)(F)F)c3)nnn2c2ccccc12 | 1% |
| C/C(Cn1nc([N+](=O)[O-])cc1C)=N\NC(=O)COc1ccc(Cl)cc1Cl | -1% |
| Cc1cccc(CNc2ncncc2-c2ccccc2C(F)(F)F)c1 | 12% |
| COC(=O)c1ccc(Oc2nc(NC(C)(C)C)nc(N3CCOCC3)n2)cc1 | -9% |
| COc1cc(OC)cc(C(=O)NNC(=O)CCc2ccccc2)c1 | -6% |
| COC(=O)c1cccnc1NC(=S)NC(C)C | 1%[57.5 µM] |
| COc1ccc(N2CC(NC(=O)N(C)CCC#N)CC2=O)cc1 (stereo unspecified) | 1% |
| Cn1c(SCc2n[nH]c(=S)n2-c2ccccc2)nnc1-c1ccccc1 | 8% |
| CC(C)N1CCC(N2CCN(Cc3ccc(-c4ccc(Cl)cc4)o3)CC2CCO)CC1 (stereo unspecified) | -6%[57.5 µM] |
| Nc1oc2ccccc2c(=O)c1C=O | 2% |
| CCOc1nc(C)cc(C)c1S(=O)(=O)c1ccc(Cl)cc1 | -4% |
| COc1ccc(OCCNC(=O)/C=C/c2ccc([N+](=O)[O-])cc2)cc1 | 6% |
| O=C(c1ccc(S(=O)(=O)NCc2ccco2)cc1)N1CCN(Cc2ccccc2)CC1 | 1% |
| CC(=O)N1CCN(Cc2nc(-c3cccc(Cl)c3)no2)CC1 | 6% |
| Cn1cc(C(=O)C(=O)N2CCCc3ccccc32)c2ccccc21 | 5% |
| C[C@@H]1NC(=O)[C@H](CCC(N)=O)NC(=O)c2cc([N+](=O)[O-])cc(I)c2NCCC[C@@H](C(N)=O)NC1=O | 9% |
| CCCCN(C(=O)c1ccc(Cl)c([N+](=O)[O-])c1)c1c(N)n(CCC)c(=O)[nH]c1=O | -8% |
| O=C(C1=C[C@@H]2[C@H]3C(=O)N(c4ccc(Cl)cc4)C(=O)[C@H]3[C@@H](C(=O)c3ccc(Cl)cc3)N2C=C1)c1ccccc1 | -3% |
| CC1(C)C(=O)NCCN1C(=O)CSc1nccc(-c2ccc(Br)cc2)n1 | -7% |
| O=C(CCc1nc2ccccc2c(=O)[nH]1)OCC(=O)c1cccc(Cl)c1 | -5% |
| CCCCCCNC(=O)Cc1ccc(Br)cc1 | -2% |
| COc1ccc(/C=N/NS(=O)(=O)c2ccc(F)cc2)cc1COc1cc(F)ccc1[N+](=O)[O-] | -10% |
| Cc1ccc2cc(C3CC(c4ccco4)=NN3S(=O)(=O)c3ccccc3)c(Cl)nc2c1 (stereo unspecified) | -6% |
| O=C(NC1CCCCC1)c1cc(C(=O)c2ccccc2Br)c[nH]1 | -26% |
| Cc1ccc(-c2cc(=O)c3cc(C)ccc3[nH]2)cc1 | ? |
| CN(CC(=O)Nc1ccc(N2CCOCC2)cc1)C(=O)C1CCCC1 | 2% |
| Cc1noc(C)c1COc1cccc(C(=O)NC(C)(C)C)c1 | 0% |
| Nc1cccc(Nc2ccccc2)c1 | -3% |
| CCCCCN(C(=O)NC(=O)Nc1cccc(C)c1C)S(C)(=O)=O | ? |
